# APP 5UTR inh: APP translation inhibition; actives 0.82% (n = 190,000); inhibition, % at 2 µM; SH-SY5Y APP 5'UTR-luciferase reporter, luminescence;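 active means inhibition above a set limit, derived from the sample mean plus 3 SD, cut at about 45% in these data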; further: values of inactives mirror those of a sister screen read the other way
# APP 5'UTR act: activates APP 5'UTR luciferase reporter. activation, % at 2 µM. SH-SY5Y APP 5'UTR luciferase reporter, luminescence; zero percent = DMSO vehicle wells. actives 1% (n = 190,000). AID 1276;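 active means activation above a set limit, based on mean plus 3 SD of controls, cut at about 140% in these data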; further: values of inactives mirror those of a sister screen read the other way
# STAT3 activator: STAT3 signaling activation; U3A cells, IL-6 STAT3-luciferase reporter, luminescence; 100% = signal with IL-6 EC80 alone; activation (% of control), % at 5.6 µM; actives 0.91% (n = 190,000); AID 871;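 active means activation above the screen-wide mean of compound activation plus 3 SD, cut at about 130% in these data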;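 further: 0% = background luminescence of wells with medium and substrate only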
#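 Material: STAT3-luciferase reporter U3A cells; Probe or stimulus: IL-6 (33 ng/mL); Incubation: compound pre-incubation 1 h before IL-6, then 6 h stimulation at 37 °C; Technique: luminescence from STAT3-driven luciferase reporter; Evaluation: % activation versus median of IL-6-stimulated wells; Controls: IL-6-only high control.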
# STAT1 blocker: STAT1 signaling inhibition; NIH 3T3 STAT1-luciferase reporter, IFN-gamma, luminescence; inhibition, % at 5.5 µM; AID 920; actives 0.35% (n = 200,000);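 active means inhibition above a set limit, the mean inhibition across all tested compounds plus 3 SD, cut at about 34% in these data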;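 further: 0% = IFN-gamma with DMSO and 100% = IFN-gamma with 300 µM nifuroxazide; values of inactives mirror those of a sister screen read the other way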
# STAT1 activator: increases IFN-gamma driven STAT1 reporter signal | NIH 3T3 STAT1-luciferase reporter, luminescence; 100% = IFN-gamma alone, no compound | activation (% of control), % at 5.5 µM | actives 2.6% (n = 200,000) | AID 932;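 active means activation above the screen-wide mean activation plus 3 SD, cut at about 130% in these data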;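 further: raw ratio to IFN-gamma control signal so 100% means no change and 0% no light; values of inactives mirror those of a sister screen read the other way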
# STAT3 blocker: inhibitors of IL-6 induced STAT3 signaling | U3A cells, IL-6 STAT3-luciferase reporter, luminescence; host cell line lacks STAT1 | inhibition, % at 5.5 µM | actives 0.89% (n = 190,000) | AID 862;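 active means inhibition above the mean inhibition across all screened compounds plus 3 SD, cut at about 44% in these data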;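 further: 0% = DMSO only wells and 100% = 100 µM nifuroxazide control wells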
# ROMK primary: human ROMK K+ channel modulation, primary screen; P48048; Tet-inducible ROMK, thallium flux fluorescence; actives lie on both sides; B-score at 10 µM; actives 2% (n = 130,000); AID 1918;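 active means signal ratio slope over the read window, or its plate-corrected B-score, at least 3 SD from the plate mean, either direction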;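 further: B-score of the F/F0 ratio slope over 7 to 12 s after thallium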
# Target sequence (P48048 whole entry, looked up): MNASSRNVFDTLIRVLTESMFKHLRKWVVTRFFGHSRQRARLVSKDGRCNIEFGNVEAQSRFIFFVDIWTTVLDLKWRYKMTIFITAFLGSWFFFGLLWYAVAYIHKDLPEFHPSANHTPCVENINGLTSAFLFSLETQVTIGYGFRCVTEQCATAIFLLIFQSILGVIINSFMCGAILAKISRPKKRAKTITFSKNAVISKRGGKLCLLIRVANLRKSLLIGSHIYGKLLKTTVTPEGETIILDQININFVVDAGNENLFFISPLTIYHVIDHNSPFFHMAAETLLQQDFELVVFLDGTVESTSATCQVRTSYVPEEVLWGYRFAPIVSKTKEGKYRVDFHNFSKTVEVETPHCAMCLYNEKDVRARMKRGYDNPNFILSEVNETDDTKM
# FLuc inh counter: inhibits firefly luciferase, flagging false hits in luciferase inhibition screens. ATPLite firefly luciferase biochemical luminescence, 10 min. inhibition, % at 10 µM. actives 1.5% (n = 200,000);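 active means inhibition above about 50% when tested at 10 µM, limit read from the data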
# Target sequence (P08659 whole entry, looked up): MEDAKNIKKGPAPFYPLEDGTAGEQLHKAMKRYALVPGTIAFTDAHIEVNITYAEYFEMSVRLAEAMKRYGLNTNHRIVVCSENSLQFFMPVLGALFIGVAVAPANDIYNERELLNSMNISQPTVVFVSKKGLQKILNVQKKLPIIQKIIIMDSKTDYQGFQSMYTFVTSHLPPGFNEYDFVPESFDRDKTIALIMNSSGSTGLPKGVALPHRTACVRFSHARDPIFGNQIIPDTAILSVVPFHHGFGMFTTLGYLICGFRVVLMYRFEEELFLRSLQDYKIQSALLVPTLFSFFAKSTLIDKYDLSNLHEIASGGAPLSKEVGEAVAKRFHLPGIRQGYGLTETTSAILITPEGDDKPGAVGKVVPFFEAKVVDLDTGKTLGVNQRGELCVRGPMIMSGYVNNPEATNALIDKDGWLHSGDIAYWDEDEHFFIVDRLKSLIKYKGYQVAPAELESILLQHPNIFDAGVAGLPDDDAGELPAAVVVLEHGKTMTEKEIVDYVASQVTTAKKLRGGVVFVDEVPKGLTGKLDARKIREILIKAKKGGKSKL
# FLuc stim CS: affects firefly luciferase, flagging false hits in luciferase stimulation screens. P08659. ATPlite luciferase biochemical, luminescence, 10 min; 0 = ATP-free wells, 1 = DMSO control. activation factor at 10 µM. 200,000 tested, under 10 active. AID 1027;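 active means luciferase activation factor, scaled between plate controls, of at least 2 with compound at 10 µM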
#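 System: Luciferase/luciferin detection reagent, cell-free biochemical luciferase assay | Medium: PBS buffer for ATP | Dosing: Test compounds dosed from 2 mM stocks in 100% DMSO | Timing: 10 min at ambient temperature | Signal: Luminescence measurement of luciferase light output | Evaluation: Luciferase activation, seen as luminescence increase over controls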
# NF-kB neuron act: NF-kB expression increase, human neuronal cells | fold change at 12.5 µM | NF-kB reporter expression; hits give high values | actives 1.6% (n = 190,000) | AID 1239; in the data active means fold change above about 3.3
# * = called active by the depositor; nt = not tested or not shown.
SMILES,APP 5UTR inh,APP 5'UTR act,STAT3 activator,STAT1 blocker,STAT1 activator,STAT3 blocker,ROMK primary,FLuc inh counter,FLuc stim CS,NF-kB neuron act
CN1CCC(=NNC(=O)CN(c2cccc(Cl)c2)S(C)(=O)=O)CC1,-10,10,102,0,101,6,0.33,-4,1,1.1
COc1ccccc1N1CCN(CC(O)c2ccc3cc[nH]c3c2)CC1 (stereo unspecified),-6,6,104,6,94,1,nt,-1,1,0.66
O=C(CCC(=O)OCc1ccc(Cl)cc1)Nc1cccc([N+](=O)[O-])c1,-20,20,104,-3,103,-5,nt,-2,1,1.1
C=CCn1c(SCc2c(C)noc2C)nc2sc(C)c(C)c2c1=O,8,-8,98,2,100,3,nt,-8,1.1,1.4
O=C(COC(=O)CCC(=O)c1cccs1)Nc1cc(S(=O)(=O)N2CCOCC2)ccc1Cl,10,-10,113,3,97,-15,-0.36,-5,1,1.1
CN(C)c1ccc(N=Nc2ccccc2C(=O)OCC(=O)N(C)C2CCCCC2)cc1,-9,9,100,-15,114,1,nt,68*,0.3,0.94
COc1cc(CNCCO)cc(Br)c1OCc1ccccc1Cl,-11,11,102,-3,103,-2,nt,-7,1.1,1.2
COc1cccc(-n2c(SCC(=O)NCc3ccco3)nnc2-c2c[nH]c3ccccc23)c1,12,-12,99,-1,100,10,nt,-7,1.1,1.1
CCCOc1ccc(C(=O)C(CN2CCCC2)c2ccccc2)cc1 (stereo unspecified),92*,-92,101,23,79,2,-1.7,-7,1.1,2
Cc1cc(C)cc(-n2c3nc4ccccc4nc3c3c(=O)n(Cc4ccco4)cnc32)c1,14,-14,100,-1,101,5,0.78,-8,1.1,3.1
COc1ccc(Cl)cc1NC(=O)CSc1ncnc2c1oc1ccccc12,-22,21,102,17,85,6,0.24,-1,1,1.1
CCOC(=O)/C=C1\NC(=O)C(C)S1 (stereo unspecified),-5,5,100,-3,103,6,-0.82,-3,1,0.97
Cc1cccc(S(=O)(=O)NCC2CCCO2)c1 (stereo unspecified),-13,13,99,5,95,2,0.36,-2,1,1.1
O=C(Cn1c(=O)oc2cc(S(=O)(=O)N3CCCCC3)ccc21)N1CCc2ccccc21,6,-5,112,2,98,-5,nt,-3,1,1.1
CC(=O)c1cccc(NC(=O)N2CCCC2C(=O)NCc2ccc(F)cc2)c1 (stereo unspecified),10,-10,100,3,98,2,0.67,-2,1,1.1
CCOC(=O)c1ccc(NC(=O)CN2C(=O)NC3(CCC(C)CC3)C2=O)cc1 (stereo unspecified),9,-9,110,1,101,-7,-0.14,-5,1,1.1
CCc1c(C)sc(NC(=O)CCc2ccc(OC)cc2)c1C(N)=O,-2,2,102,2,98,-5,-0.076,-6,1.1,1.1
COCCNC(=O)C(c1cccs1)N(C(=O)Cn1nnc2ccccc21)c1cccc(C)c1 (stereo unspecified),9,-9,100,-5,105,5,nt,-2,1,0.87
COc1ccc(NC(=O)CC(c2ccc(F)cc2)c2ccc(OC)cc2)cc1 (stereo unspecified),-13,13,97,0,100,-1,nt,-1,1,0.94
CCOC(=O)C1CCCN(C(=O)c2ccc3c(=O)n(CCOC)c(=S)[nH]c3c2)C1 (stereo unspecified),2,-2,87,-1,101,18,nt,4,1,1.1
CC(=O)Nc1ccccc1NC(=O)c1cc(C)ccc1C,6,-6,101,2,95,4,0.49,-9,1.1,1.3
CC(C)Cn1nc(NS(=O)(=O)c2ccccc2)c2cc3ccccc3nc21,13,-13,98,1,99,4,nt,-7,1.1,1.6
CC(=O)c1cccc(N(CC(=O)N2CCCCC2)S(C)(=O)=O)c1,-14,14,96,-1,101,10,-0.24,-6,1.1,1.1
O=C(COC(=O)c1ccc(Cl)nc1)Nc1cc(S(=O)(=O)N2CCCCC2)ccc1Cl,1,-1,103,-2,101,-1,0.33,-7,1.1,1.1
Cc1ccc(C)c(C(=O)CN2C(=O)NC3(CCC(C)CC3)C2=O)c1 (stereo unspecified),-2,2,110,-9,108,-13,nt,-1,1,1.1
Cc1c(NC(=S)/C=C2\N(C)c3ccccc3C2(C)C)c(=O)n(-c2ccccc2)n1C,8,-8,100,8,93,1,nt,-10,1.1,0.64
Cc1cccc(NC(=S)NC2CCN(Cc3ccccc3)CC2)c1C,-23,23,82,10,91,20,nt,-2,1,1.2
CCCCc1ccc(NC(=S)NCCN2CCOCC2)cc1,-9,9,100,3,96,4,-1.6,-9,1.1,0.79
COc1ccc(C(CNC(=O)c2ccc(S(=O)(=O)N3CCOCC3)cc2)N2CCCCC2)cc1 (stereo unspecified),7,-7,101,6,94,3,-1,nt,nt,0.76
CCOC(=O)N1CCN(Cc2nc(-c3ccc(OC)cc3)no2)CC1,-10,10,98,9,91,5,0.35,nt,nt,nt
CN(C)c1nc(NCc2ccccc2)nc(N/N=C/c2cccc(Br)c2)n1,9,-9,93,-3,104,9,0.4,0,1,1.4
CSc1ccccc1NC(=O)C1C2CCC(C2)C1C(=O)O (stereo unspecified),8,-8,102,-4,102,2,0.5,-8,1.1,1.3
Cc1cc(C)nc(CCNC(=O)c2cc(COc3c(F)cccc3F)on2)n1,0,0,102,0,98,3,0.94,0,1,0.99
COc1cc2c(cc1NC(=O)CN1CCN(S(=O)(=O)c3ccc(C)cc3)CC1)oc1ccccc12,-13,13,91,1,99,16,0.11,-6,1.1,0.99
c1ccc(N2CCCCC2)c(NC2=NCCC2)c1,2,-2,104,4,96,-2,nt,-2,1,0.83
Cc1ccc(Oc2nc3ccccc3n3c(C)nnc23)c(C)c1,2,-2,84,-5,105,24,0.29,-7,1.1,0.85

# Reprinted at random: two compounds from above, in no set order.
SMILES,APP 5UTR inh,APP 5'UTR act,STAT3 activator,STAT1 blocker,STAT1 activator,STAT3 blocker,ROMK primary,FLuc inh counter,FLuc stim CS,NF-kB neuron act
COc1ccc(C(CNC(=O)c2ccc(S(=O)(=O)N3CCOCC3)cc2)N2CCCCC2)cc1 (stereo unspecified),7,-7,101,6,94,3,-1,nt,nt,0.76
Cc1c(NC(=S)/C=C2\N(C)c3ccccc3C2(C)C)c(=O)n(-c2ccccc2)n1C,8,-8,100,8,93,1,nt,-10,1.1,0.64

# Next section:
SMILES,APP 5UTR inh,APP 5'UTR act,STAT3 activator,STAT1 blocker,STAT1 activator,STAT3 blocker,ROMK primary,FLuc inh counter,FLuc stim CS,NF-kB neuron act
COC(=O)c1cc(=O)c2ccc(OC)cc2o1,10,-10,nt,nt,nt,nt,nt,-6,1.1,nt
CC(C)(C)NC(=O)CN(C(=O)CS(=O)CC(=O)Nc1ccc(F)cc1)c1cccc(F)c1 (stereo unspecified),-12,12,107,-3,102,-3,-0.08,1,1,1.1
CCSC(=O)CCCCCCCCCCCO,-43,43,99,-1,101,3,nt,-8,1.1,1.3
O=[N+]([O-])c1ccc(F)cc1Oc1nc(-c2cccnc2)nc2ccccc12,14,-14,118,2,96,-15,0.044,-4,1,nt
S=C1NCCNC(=S)NCCOCCOCCOCCN1,-21,21,100,-3,103,10,-0.18,-8,1.1,1.1
O=C(N/N=C/c1ccc([N+](=O)[O-])cc1)C(=O)N1CCCC1,0,1,103,-8,107,4,0.074,-8,1.1,0.89
CCCc1cc(=O)[nH]c(SCCOc2ccc(Cl)cc2)n1,2,-2,104,-1,101,0,0.36,-7,1.1,0.93
O=C(CN1CCCCCC1)N1c2ccccc2C=Cc2ccccc21,-4,4,101,-4,104,0,nt,-1,1,1.1
O=C(Nc1ccc(-c2nc3ccccc3[nH]2)cc1)c1ccco1,-169,169*,101,-45,141*,6,nt,58*,0.4,2.6
CCC1(C)Cc2ccccc2-c2nc(NCCO)n(-c3ccccc3)c(=O)c21 (stereo unspecified),-56,56,102,-6,106,1,-1.1,-2,1,1.2
CC1CCN(S(=O)(=O)c2ccc(Oc3ccc([N+](=O)[O-])cc3)cc2)CC1,8,-8,68,12,89,47*,nt,-10,1.1,0.73
Cc1cc(C)cc(OCC(=O)N/N=C\c2cn(C)nc2C)c1,6,-6,89,3,97,13,0.014,0,1,1
O=C(Cn1c(CO)nc2ccccc21)Nc1ccccc1Cl,-8,8,95,9,90,8,-2.5*,-1,1,0.97
O=C(c1cc2nc(-c3ccccc3)cc(-c3ccccc3)n2n1)N1CCCC1,24,-24,92,9,90,14,0.94,-6,1.1,0.42
Cc1cc(C)nc(SC(C)CNS(=O)(=O)c2ccccc2)n1 (stereo unspecified),-14,14,100,3,95,2,-0.28,-4,1,1.1
CS(=O)(=O)c1ccc(N)cc1,-8,8,106,0,100,1,nt,-4,1,1.3
CCN(C(=O)COC(=O)/C=C/c1nc2ccccc2s1)C1CCS(=O)(=O)C1 (stereo unspecified),-39,39,98,29,74,7,-1.1,-2,1,2.2
CC(C)n1nc(C(=O)NCc2ccc3c(c2)OCO3)c2ccccc2c1=O,-22,22,107,14,85,1,-0.055,-8,1.1,0.95
CN(CCC#N)S(=O)(=O)c1ccc2[nH]cc(C(=O)NCCc3ccccc3)c(=O)c2c1,0,0,88,10,91,18,-0.0023,-6,1.1,1.1
Cc1ccc(NC(=O)CCn2cccc2)cc1C,9,-9,96,-4,104,2,0.28,-6,1.1,1.3
CCN(CC)C(=O)/C(=C\c1ccc(Br)cc1)NC(=O)c1ccccc1OC,4,-5,107,3,97,3,nt,-9,1.1,0.93
O=C(NCCN1CCOCC1)c1ccc2c(c1)N(Cc1ccccc1F)C(=O)c1ccccc1S2,-11,11,108,-8,105,0,-1,-1,1,1.1
CCOC(=O)C(C(=O)OCC)C(Nc1ccccc1)c1ccccc1 (stereo unspecified),5,-5,107,12,90,-10,nt,-7,1.1,1.1
Nc1cccnc1Sc1ccc([N+](=O)[O-])cn1,11,-11,90,2,98,13,-0.75,6,0.9,1.5
CCOC(=O)c1sc(NC(=O)CCCCl)nc1C,-15,15,94,-6,105,11,-1.3,4,1,1.2
COc1ccc(CCNC(=O)CS(=O)Cc2nc(-c3cccs3)oc2C)cc1OC (stereo unspecified),26,-26,102,-5,104,2,nt,-4,1,1.1
O=C(N/N=C/c1ccc([N+](=O)[O-])cc1)c1ccc(COc2ccccc2-c2ccccc2)cc1,-32,32,100,0,98,4,-0.64,-3,1,0.8
O=C1CSC(c2c(F)cccc2Cl)N1c1cccc(F)c1 (stereo unspecified),13,-13,101,0,100,2,nt,-1,1,0.97
O=[N+]([O-])c1ccc(/C=C/c2nc3ccc([N+](=O)[O-])cc3[nH]2)cc1,-34,34,108,11,90,-11,nt,7,0.9,1.4
COc1ccccc1C(=O)NNC(=O)c1sccc1-n1cccc1,19,-19,114,-4,103,-16,0.013,-6,1.1,0.98
COc1ccc(N2CCN(CCCNS(=O)(=O)c3c(C)noc3/C=C/N(C)C)CC2)cc1,3,-3,104,-3,103,1,nt,0,1,0.99
COCC(=O)N1CCN(c2ccc([N+](=O)[O-])cc2)CC1,8,-8,101,-6,106,5,nt,-4,1,1

# Source: PubChem BioAssay (several laboratories)
